Screening results from PubChem.
RGS4-Gao reg: modulates binding of RGS4 to human Galphao | P09471 | Multiplexed bead flow cytometry; actives lie on both sides | binding response (% of control), % at 10 µM | 220,000 compounds, 0.33% hits; in the data active = binding response below about 49% or above about 150%; inactive = in between;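 also: fluorescent Galphao activated with aluminum fluoride binding bead-coupled RGS4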
Bim-Mcl-1: disrupts Bim peptide binding to human Mcl-1. Q07820. Bead-based flow cytometry, Bim peptide-Mcl-1 binding. inhibition, % at 10 µM. 190,000 compounds, 0.1% hits. AID 1009; in the data active = inhibition above about 40%;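 also: 0% = no compound tracer wells and 100% = peptide blocker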
RGS7-Gao: regulators of human RGS7-Galphao interaction | P09471 | Multiplexed bead flow cytometry, RGS7-Galphao binding; actives lie on both sides | binding response (% of control), % at 10 µM | 220,000 compounds, 0.35% hits | AID 1439; in the data active = binding response below about 49% or above about 150%; inconclusive = no clear call, values can overlap the other calls; inactive = in between;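 also: fluorescent Galphao held in activated GDP-AlF4 state binding bead-coupled RGS7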
RGS8-Gao reg: human RGS8-Galphao interaction regulation. P09471. multiplexed bead flow cytometry, RGS8-Galphao binding; actives lie on both sides. response (percent of control binding), % at 10 µM. 220,000 compounds, 0.34% hits. AID 1423; in the data active = response below about 60% or above about 140%; inactive = in between;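 also: Galphao activated as the GDP aluminium fluoride complex binding bead-coupled RGS8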
Mcl1-Noxa inh: disrupts binding of human Mcl-1 to Noxa peptide; 220,000 compounds, 1.5% hits; TR-FRET Mcl-1/Noxa peptide binding, 2 h; AID 1022; Q07820; inhibition, % at 21.7 µM;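 active = compounds that cut the protein-peptide binding signal by more than 50% relative to plate controls in a single-dose test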;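 also: His-tagged Mcl-1 with rhodamine Noxa BH3 peptide and terbium anti-His antibody; 0% = Mcl-1 plus Noxa peptide wells and 100% = peptide-only wells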
Mcl1-Bid inh: Mcl-1/Bid interaction inhibition; Q07820; TR-FRET Mcl-1/Bid-Dy647 peptide binding, 1536-well; inhibition, % at 21.7 µM; 220,000 compounds, 0.97% hits; AID 1021;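 active = compounds that cut the binding signal by more than half at the single screening dose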;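 also: His-tagged Mcl-1 with europium anti-His antibody binding Bid BH3 peptide; 0% = Mcl-1 plus peptide wells and 100% = peptide-only wells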
ABCB1 block: blocks JC-1 efflux by human ABCB1 transporter | P08183 | CCRF-Adr cells, flow cytometry | inhibition, % at 6.6 µM | 190,000 compounds, 0.067% hits; in the data active = inhibition above about 40%;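 also: 0% = vehicle and 100% = reference inhibitor; higher value means more JC-1 retained so stronger ABCB1 efflux block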
Target sequence (P08183 whole entry, looked up): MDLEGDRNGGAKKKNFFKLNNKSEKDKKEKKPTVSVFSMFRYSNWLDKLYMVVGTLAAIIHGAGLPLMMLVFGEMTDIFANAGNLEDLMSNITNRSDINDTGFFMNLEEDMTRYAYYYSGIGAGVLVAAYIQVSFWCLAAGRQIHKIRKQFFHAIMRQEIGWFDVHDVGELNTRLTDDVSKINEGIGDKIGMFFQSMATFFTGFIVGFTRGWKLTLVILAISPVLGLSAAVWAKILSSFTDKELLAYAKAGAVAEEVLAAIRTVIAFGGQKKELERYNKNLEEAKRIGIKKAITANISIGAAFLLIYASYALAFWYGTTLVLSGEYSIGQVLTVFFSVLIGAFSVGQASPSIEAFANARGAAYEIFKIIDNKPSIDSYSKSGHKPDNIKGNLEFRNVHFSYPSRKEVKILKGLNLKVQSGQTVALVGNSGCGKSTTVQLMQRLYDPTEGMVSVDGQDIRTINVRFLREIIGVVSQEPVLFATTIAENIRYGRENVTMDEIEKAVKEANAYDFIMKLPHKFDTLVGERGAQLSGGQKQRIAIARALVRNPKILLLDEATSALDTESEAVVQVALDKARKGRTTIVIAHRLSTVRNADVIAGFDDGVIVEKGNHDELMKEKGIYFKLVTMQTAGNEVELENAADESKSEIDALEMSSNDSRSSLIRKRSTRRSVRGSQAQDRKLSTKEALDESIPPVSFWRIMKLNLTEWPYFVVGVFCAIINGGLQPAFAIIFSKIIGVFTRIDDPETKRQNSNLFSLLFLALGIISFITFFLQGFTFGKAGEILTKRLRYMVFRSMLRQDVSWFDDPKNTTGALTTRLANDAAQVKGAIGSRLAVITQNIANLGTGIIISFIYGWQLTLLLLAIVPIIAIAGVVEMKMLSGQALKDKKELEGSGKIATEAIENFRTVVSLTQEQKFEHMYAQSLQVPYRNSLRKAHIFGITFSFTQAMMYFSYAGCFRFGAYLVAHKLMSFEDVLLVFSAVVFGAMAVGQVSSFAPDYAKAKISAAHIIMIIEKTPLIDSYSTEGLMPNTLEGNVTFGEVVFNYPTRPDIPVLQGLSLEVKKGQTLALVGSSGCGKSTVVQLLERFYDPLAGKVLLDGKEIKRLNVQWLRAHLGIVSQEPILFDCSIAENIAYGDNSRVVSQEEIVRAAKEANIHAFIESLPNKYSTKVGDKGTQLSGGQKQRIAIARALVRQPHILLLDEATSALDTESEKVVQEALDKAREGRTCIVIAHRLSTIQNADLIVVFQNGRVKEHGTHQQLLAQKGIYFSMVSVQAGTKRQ
Avidin bead fluor: avidin bead compound fluorescence profile; fluorescence (KMESF) at 10 µM; 220,000 compounds, 0.38% hits; Avidin beads, compound fluorescence 488/530 nm, flow cytometry; stronger effect = higher value; AID 1775; in the data active = fluorescence above about 47; also: inactives centre near 10
GSH fluor: compound fluoresces at 488/530 nm on GSH beads | GSH beads flow cytometry, compound fluorescence 488/530 nm; stronger effect = higher value | fluorescence (KMESF) at 10 µM | 190,000 compounds, 0.25% hits | AID 1776; in the data active = fluorescence above about 89;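 also: glutathione beads carrying GST-tagged Bcl family fusion proteins plus one bare bead set; values are compound well signal with DMSO vehicle wells as background; inactives centre near 16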
Pf gamet viab: inhibitors of late stage P. falciparum gametocyte viability. inhibition, % at 10.9 µM. 150,000 compounds, 0.065% hits. P. falciparum stage V gametocytes, ATP luminescence, 24 h;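 active = inhibition above the mean plus 3 SD of compounds within the control limits, set per campaign, cut at about 38% in these data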;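 also: 0% = DMSO wells and 100% = medium only without gametocytes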
ABCG2 block: inhibitors of human ABCG2 transporter, ABCB1 counter-screen; Q9UNQ0; IgMXP3 cells, JC-1 efflux, flow cytometry; inhibition, % at 6.6 µM; 190,000 compounds, 0.1% hits;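 active = inhibition above 80%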;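 also: 0% = DMSO and 100% = nicardipine control wells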
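System: two drug-resistant human cell lines, ABCG2 and ABCB1; controls: nicardipine high and DMSO low controls; times: 10 min exposure at 25 °C with rotation, no wash; detection: flow cytometry of retained JC-1 fluorescence; read-out basis: percent efflux inhibition, scaled nicardipine 100% to DMSO 0%; doses: one concentration, 6.6 µM final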
The depositor's hits bear a star; ? = inconclusive; . = not tested or not shown.

nr	Compound	Pf gamet viab	Mcl1-Bid inh	ABCG2 block	ABCB1 block	GSH fluor	Avidin bead fluor	RGS4-Gao reg	Bim-Mcl-1	RGS7-Gao	Mcl1-Noxa inh	RGS8-Gao reg
1	Cc1cccc(NC(=O)CCNC(=O)c2ccco2)c1C	-7	7	7	2.5	11	12	94	1	98	4	97
2	O=C(c1ccc(NC(=S)Nc2ccc(Cl)c(Cl)c2)cc1)N1CCCC1	4	-31	-2	-0.9	15	5	95	-4	91	7	96
3	COc1ccc(C(=O)N2CCC(c3ccccc3)CC2)c(OC)c1OC	.	5	0	0.0	12	21	106	-2	106	-8	101
4	S=C(Nc1ccccc1Cl)N1CCCCCC1	-21	-24	-2	-2.2	16	12	95	-4	94	-6	98
5	COCCN(C)C(=O)CC1C(=O)NCCN1CC(c1ccccc1)c1ccccc1 (stereo not given)	.	-33	2	-2.5	16	12	92	-3	95	4	97
6	CN1CCC(N(C)C(=O)c2ccccc2Nc2ccc(SC(F)F)cc2)CC1	.	-9	11	0.7	30	14	104	-2	104	28	104
7	CCCCn1cnc2c(sc3nc4c(cc32)CSC(C)(C)C4)c1=O	-7	-7	34	0.7	8	23	98	8	99	-3	100
8	c1ccc(CNc2nc3ccccc3n3cnnc23)cc1	.	-12	2	0.2	21	12	98	1	102	10	97
9	O=C(Cc1ccc(Br)cc1)c1ccc(O)cc1O	.	-2	1	0.2	20	36	92	-3	92	24	93
10	Cc1cc(OC(=O)c2ccc(S(=O)(=O)N(C)C)cc2)c([N+](=O)[O-])c(=O)[nH]1	.	12	1	0.4	13	11	99	-4	100	31	103
11	CCOCCn1c(N(C)Cc2ccccc2)nc2c1c(=O)[nH]c(=O)n2C	.	-42	2	0.5	10	8	103	0	102	11	102
12	COc1cccc(NC(=O)C(=O)NCCCn2ccnc2)c1	-12	-9	0	0.1	13	12	95	-1	93	3	99
13	COc1ccc(C2CCCN2C(=S)Nc2cccc(Cl)c2C)cc1OC (stereo not given)	-8	-46	3	1.0	21	6	100	-3	95	7	100
14	CCOc1ccc(C2C(C(=O)Nc3ccccc3)=C(C)N=c3s/c(=C/c4cccc(OCC(=O)O)c4)c(=O)n32)cc1 (stereo not given)	18	-36	-6	-0.9	12	10	102	-2	109	22	99
15	CC(=O)C1=C(C)OC(N)=C(C#N)C1c1ccncc1 (stereo not given)	-6	-47	4	0.3	12	10	98	0	99	-4	99
16	Cc1cc(=O)[nH]c(SCCCOc2ccc(F)cc2)n1	.	-8	4	0.5	62	9	101	0	102	0	101
17	C=CCn1c(SCn2nnc3ccccc3c2=O)nnc1-c1ccc(F)cc1	.	-12	38	2.6	23	36	102	-3	106	10	102
18	CCN(CC)c1ccc(NC(=S)Nc2ccc(F)cc2)cc1	.	-54	-1	-0.3	13	11	101	-6	102	12	103
19	CC1(C)Cc2nc3oc4c(N5CCOCC5)ncnc4c3cc2CO1	-8	-19	5	0.3	31	11	102	-2	100	4	101
20	COC(=O)c1ccc(NCC(=O)N2CCCCCC2)cc1	.	-16	7	-1.3	13	8	100	1	99	9	102
21	COc1ccc(C2c3c(ccc4ccccc34)Oc3ncn4nc(CO/N=C/c5ccccc5)nc4c32)cc1 (stereo not given)	-28	-9	2	1.1	33	6	97	0	98	-2	102
22	CS(=O)(=O)N(CCc1ccccc1)CC(=O)N1CCN(Cc2ccc3c(c2)OCO3)CC1	.	-17	4	1.0	35	14	102	-2	100	2	101
23	CCOC(=O)C1CCN(C(=O)Cn2cccc2C(=O)c2ccccc2)CC1	3	-23	1	-0.1	40	8	102	-61	105	-10	103
24	COc1ccc2c(c1)OC(O)(C(F)(F)C(F)F)CC2=O (stereo not given)	.	-22	2	-0.1	31	8	98	1	100	0	101
25	CCOC(=O)CSc1c(-c2cccs2)[nH]c2ccccc12	4	8	9	1.0	13	4	100	-2	97	21	101

7 entries out of the list, ordered by length of the SMILES, largest number first.
nr	Compound	Pf gamet viab	Mcl1-Bid inh	ABCG2 block	ABCB1 block	GSH fluor	Avidin bead fluor	RGS4-Gao reg	Bim-Mcl-1	RGS7-Gao	Mcl1-Noxa inh	RGS8-Gao reg
5	COCCN(C)C(=O)CC1C(=O)NCCN1CC(c1ccccc1)c1ccccc1 (stereo not given)	.	-33	2	-2.5	16	12	92	-3	95	4	97
11	CCOCCn1c(N(C)Cc2ccccc2)nc2c1c(=O)[nH]c(=O)n2C	.	-42	2	0.5	10	8	103	0	102	11	102
23	CCOC(=O)C1CCN(C(=O)Cn2cccc2C(=O)c2ccccc2)CC1	3	-23	1	-0.1	40	8	102	-61	105	-10	103
19	CC1(C)Cc2nc3oc4c(N5CCOCC5)ncnc4c3cc2CO1	-8	-19	5	0.3	31	11	102	-2	100	4	101
12	COc1cccc(NC(=O)C(=O)NCCCn2ccnc2)c1	-12	-9	0	0.1	13	12	95	-1	93	3	99
1	Cc1cccc(NC(=O)CCNC(=O)c2ccco2)c1C	-7	7	7	2.5	11	12	94	1	98	4	97
4	S=C(Nc1ccccc1Cl)N1CCCCCC1	-21	-24	-2	-2.2	16	12	95	-4	94	-6	98

More structures.
nr	Compound	Pf gamet viab	Mcl1-Bid inh	ABCG2 block	ABCB1 block	GSH fluor	Avidin bead fluor	RGS4-Gao reg	Bim-Mcl-1	RGS7-Gao	Mcl1-Noxa inh	RGS8-Gao reg
26	N#C/C(=N\Nc1cccc(F)c1)C(=O)C1CC1	17	-5	.	.	.	7	94	.	?	-1	95
27	CCOCCCNS(=O)(=O)c1ccc(NC(=O)CN2C(=O)c3ccccc3C2=O)cc1	8	0	0	0.2	18	11	106	2	107	2	104
28	Cc1cc([N+](=O)[O-])nn1CCCC(=O)O	-9	-19	1	-0.3	12	4	97	-1	97	0	99
29	CNC(=O)c1cc(NC(=O)CCn2nc(-c3ccc(C)cc3)c3ccccc3c2=O)ccc1OC	4	-11	.	.	.	8	98	.	?	-1	96
30	CCCC(=O)Nc1ccc(-c2csc(N/N=C\c3ccncc3)n2)cc1	-25	-70	.	.	.	8	94	.	?	16	97
31	FC(F)(F)c1cc(-c2ccco2)nc(N2CCN(Cc3ccccc3)CC2)n1	.	8	3	0.2	8	12	106	-1	106	48	104
32	Cc1ccc2nc3ccc(N4CCCC4)nn3c(=O)c2c1	.	12	6	1.3	21	7	100	0	97	37	99
33	COC(=O)c1cccc(Nc2nc3ccccc3nc2C)c1	.	7	2	-1.2	37	7	105	-4	104	4	101
34	C=CCn1c(SCc2cc([N+](=O)[O-])cc3c2OCOC3)nc2cc(C(=O)O)ccc2c1=O	9	6	.	.	.	6	104	.	?	11	101
35	Cc1cccc(NC(=S)N2CCC(C(N)=O)(N3CCCCC3)CC2)c1C	6	-38	1	-0.1	9	28	101	-24	105	-6	102
36	CSc1ccc2c(c1)C(N1CCN(C)CC1)Cc1ccccc1S2 (stereo not given)	.	-10	.	.	.	3	97	.	?	17	98
37	CCOc1ccc(N=c2oc3cc(O)ccc3cc2C(=O)NCC2CCCO2)cc1 (stereo not given)	.	9	9	0.8	26	33	102	-2	101	-1	102
38	Cn1nnnc1SCC(=O)Nc1nc2c(s1)CCCC2	.	-28	3	0.3	20	7	111	-1	104	-2	103
39	Nc1nonc1-c1nc2ccccc2n1CC(=O)Nc1ccccc1	4	-29	.	.	.	8	100	.	?	-4	101
40	COc1ccc(-c2cc(=O)oc3c(C)c(OC(=O)c4cccs4)ccc23)cc1	7	29	5	0.4	14	11	95	-3	93	16	99
41	Cc1ccc(S(=O)(=O)N(C)C)cc1NC(=O)[C@H](Cc1ccccc1)N1C(=O)c2ccccc2C1=O	-11	-18	0	0.0	12	4	103	-4	100	0	106
42	O=C(Nc1ccccc1[N+](=O)[O-])c1cccnc1Cl	16	3	13	0.8	6	1	99	-2	98	5	99
43	CC(C)CC(=O)NC(=S)N1CCCCCC1	.	-13	0	0.3	18	.	.	-2	.	-4	.
44	Cc1ccc(C(C)C)c(OCCN2C(=O)NC(C)(C)C2=O)c1	6	1	2	0.8	25	36	100	0	104	11	103
45	COc1ccc(S(=O)(=O)N(C)CC(=O)N2CCCCCC2)cc1OC	.	21	3	0.9	26	27	88	-5	91	5	89
46	N/C(=N\OC(=O)c1ccccc1Cl)c1ccncc1	33	-5	4	0.4	10	9	99	-2	105	-17	103
47	CCc1c(C)nc(SCC(=O)N2CCCCC2C)[nH]c1=O (stereo not given)	11	-28	2	1.9	12	2	104	-3	94	6	99
48	CC(=O)C1=C(O)C(=O)N(CCNCCO)C1c1ccccc1 (stereo not given)	.	19	7	0.4	34	13	101	-2	98	1	105
49	COC(=O)c1cc(S(=O)(=O)Nc2nn(C)c3cccc(F)c23)oc1C	10	-13	.	.	.	6	94	.	?	-4	99
50	O=C(COc1ccc(Cl)cc1)NNC(=O)c1cccnc1	.	-29	1	0.1	21	11	100	-2	105	-5	102
51	COc1ccc(CN2CCNC(=O)C2CC(=O)NCc2ccc(C)s2)c(OC)c1 (stereo not given)	23	-36	2	0.6	13	9	101	-2	95	11	99
52	CC(=O)c1cccc(N(CC(=O)Nc2ccc(F)cc2F)S(C)(=O)=O)c1	.	7	4	0.6	18	27	106	0	99	14	104

Reprinted at random: three entries already listed.
nr	Compound	Pf gamet viab	Mcl1-Bid inh	ABCG2 block	ABCB1 block	GSH fluor	Avidin bead fluor	RGS4-Gao reg	Bim-Mcl-1	RGS7-Gao	Mcl1-Noxa inh	RGS8-Gao reg
47	CCc1c(C)nc(SCC(=O)N2CCCCC2C)[nH]c1=O (stereo not given)	11	-28	2	1.9	12	2	104	-3	94	6	99
19	CC1(C)Cc2nc3oc4c(N5CCOCC5)ncnc4c3cc2CO1	-8	-19	5	0.3	31	11	102	-2	100	4	101
49	COC(=O)c1cc(S(=O)(=O)Nc2nn(C)c3cccc(F)c23)oc1C	10	-13	.	.	.	6	94	.	?	-4	99
